Assay outcomes as filed in PubChem BioAssay.
AmpC inh det: blocks E. coli AmpC beta-lactamase in presence of detergent | P00811 | purified AmpC, nitrocefin hydrolysis with detergent | Potency, µM (highest dose often 28.7 µM), for the others: at the highest dose activity change, negative = inhibition | 71,000 tested, 0.09% active | AID 584; active = well fitted curve in the direction sought with a large enough effect
Target sequence (P00811 whole entry, looked up): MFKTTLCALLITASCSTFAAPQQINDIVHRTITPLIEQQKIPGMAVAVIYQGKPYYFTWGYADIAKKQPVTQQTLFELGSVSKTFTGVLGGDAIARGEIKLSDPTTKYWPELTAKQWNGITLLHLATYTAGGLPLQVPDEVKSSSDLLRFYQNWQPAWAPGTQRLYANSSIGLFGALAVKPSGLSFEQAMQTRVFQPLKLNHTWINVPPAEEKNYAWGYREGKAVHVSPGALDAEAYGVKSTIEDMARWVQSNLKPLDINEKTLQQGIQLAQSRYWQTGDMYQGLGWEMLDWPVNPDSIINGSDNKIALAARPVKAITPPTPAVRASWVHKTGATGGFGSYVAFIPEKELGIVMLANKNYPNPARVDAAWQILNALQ
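E. coli AmpC (5.3 nM) in 20 mM phosphate pH 7.0 with 0.01% Triton X-100, preincubated 15 min RT with compound; nitrocefin (2 uL of 800 uM stock) hydrolysis followed by 480 nm absorbance every 20 s over 4 min.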
An asterisk follows results filed as active; [ ] = remark or other dose. % is scaled to controls: 0 for no effect and ±100 for the full control effect; potency is read from the fitted curve at half-maximal effect.

Structure	AmpC inh det
COc1cc(Nc2nc(SCC#N)nc3ccccc23)cc(OC)c1OC	-4%
CCCN1C(=O)C2(C(C(=O)c3ccc(C)o3)=C(O)C(=O)N2CCCN2CCOCC2)c2ccccc21 (stereo not given)	-3%
Cc1ccc(NS(=O)(=O)c2ccc(NC(=O)C3CCCO3)cc2)cc1 (stereo not given)	-5%
CCC(=O)c1ccc(OCC(O)CN2C(=O)NC(C)(C)C2=O)cc1 (stereo not given)	11%
CCN(CC)c1ccc(C(=S)N2CCN(c3ccccc3)CC2)cc1	-2%
Cc1ccc(N2CC(C(=O)NCc3ccc4c(c3)OCO4)CC2=O)cc1C (stereo not given)	-1%
Cc1ccc(NCc2nnc(SCC(=O)N(Cc3ccccc3)C(C)(C)C)o2)c(C)c1	0%
Cc1oc(C)c(C(=O)O)c1COc1ccc(C(=O)O)cc1	-7%

Next part (three carried over from the part before).
Structure	AmpC inh det
Cc1ccc(N2CC(C(=O)NCc3ccc4c(c3)OCO4)CC2=O)cc1C (stereo not given)	-1%
Cc1ccc(NCc2nnc(SCC(=O)N(Cc3ccccc3)C(C)(C)C)o2)c(C)c1	0%
Cc1oc(C)c(C(=O)O)c1COc1ccc(C(=O)O)cc1	-7%
O=c1[nH]c(CSc2nnc(-c3ccncc3)n2Cc2ccco2)nc2ccccc12	0%
O=C(O)[C@H]1CCc2ccc3ccccc3c2[C@H]1c1cccc2ccccc12	-4%[5.75 µM]
CN1CCN(CCCNC(=O)C2CC(=O)N(C3CCCCC3)C2)CC1 (stereo not given)	1%
COC(=O)n1c(SC)nc2ccccc21	-5%
O=C(CSc1n[nH]c(-c2ccccc2)n1)c1ccccc1	8%
O=C(c1cc(-c2ccc(Cl)c(Cl)c2)on1)N1CCCCC1	-4%
Cn1c(=O)n(CC(=O)N2CCN(c3nnc(-c4ccccc4)c4ccccc34)CC2)c2ccccc21	-1%
C=C(C)c1ccccc1 (tested in a mixture with another compound)	-4%[5.75 µM]

Not a retest: entries from further up.
Structure	AmpC inh det
Cn1c(=O)n(CC(=O)N2CCN(c3nnc(-c4ccccc4)c4ccccc34)CC2)c2ccccc21	-1%
C=C(C)c1ccccc1 (tested in a mixture with another compound)	-4%[5.75 µM]

(cont.)
Structure	AmpC inh det
COCCn1c(N)c(NCc2ccccc2)c(=O)n(CC(=O)Nc2cc(C)ccc2C)c1=O	-3%
COc1ccccc1-c1cn[nH]c(=S)n1	-6%
COC(=O)C(C)n1cnc2c(cnn2-c2ccc(Cl)cc2)c1=O (stereo not given)	8%
Cc1ccc(CN(C)C(=O)c2ccccc2Oc2ccccc2)o1	-2%
O=C1c2ccc(-c3nc4ccccc4o3)cc2C(=O)N1Cc1cccnc1	-3%
COc1ccccc1-n1c(SCC(N)=O)nnc1-c1ccccc1	4%
COCCCN1C(=O)C(=O)/C(=C(/O)c2ccc(OC)cc2)C1c1ccc(O)c(OC)c1 (stereo not given)	-1%
O=S1(=O)N=C(Nc2nc3c(s2)CCCC3)c2ccccc21	-1%
CC(=O)NC12CC3CC(C1)CC(C(=O)Nc1nccs1)(C3)C2	1%
CCCCn1c(CN2CCN(c3ccc(F)cc3)CC2)nc2c1c(=O)n(C)c(=O)n2C	11%
O=C(NCC1CCCO1)c1csc2c1CCCCC2 (stereo not given)	-4%
NS(=O)(=O)c1cc2c(cc1Cl)NC(CSCc1ccccc1)=NS2(=O)=O	0%[12.8 µM]
CCOc1ccc(NC(=O)COC(=O)c2cccnc2)cc1	-5%
c1ccc(C(c2nnnn2C2CCCC2)N2CCCCCC2)nc1 (stereo not given)	9%
CC(C)N1C(=S)SC2CS(=O)(=O)C=C21 (stereo not given)	-1%
c1ccc2c(-c3nnc4n3CCCCC4)c[nH]c2c1	0%
CCOc1ccccc1-c1nc(-c2ccc(C)nc2OC)no1	12%
Cc1ccccc1OCc1nc(-c2ccc(NC(=O)c3ccc4c(c3)OCO4)cc2)no1	-2%
COc1ccc(-n2nnc3c(=O)n(CC(=O)N4CCC(Cc5ccccc5)CC4)cnc32)cc1	13%
CC(=O)NCC(=O)NC(C(=O)Nc1ccc2c(c1)OCCO2)c1ccccc1 (stereo not given)	22%
O=c1c2ccccc2nc(-c2ccco2)n1Cc1ccccc1	-3%
O=S(=O)(NCc1cccnc1)c1ccc(Br)s1	11%
Cc1ccc(OCC(O)Cn2c(NCCc3ccccc3)nc3c2c(=O)[nH]c(=O)n3C)cc1 (stereo not given)	0%
COc1cc2ccc([C@H](C)NCC#N)cc2cc1OC	-5%[5.75 µM]

The last 5 compounds of the section above come first, to join the parts:
Structure	AmpC inh det
CC(=O)NCC(=O)NC(C(=O)Nc1ccc2c(c1)OCCO2)c1ccccc1 (stereo not given)	22%
O=c1c2ccccc2nc(-c2ccco2)n1Cc1ccccc1	-3%
O=S(=O)(NCc1cccnc1)c1ccc(Br)s1	11%
Cc1ccc(OCC(O)Cn2c(NCCc3ccccc3)nc3c2c(=O)[nH]c(=O)n3C)cc1 (stereo not given)	0%
COc1cc2ccc([C@H](C)NCC#N)cc2cc1OC	-5%[5.75 µM]
O=C(NCc1cccnc1)C1CCCN(S(=O)(=O)c2ccc(Br)cc2)C1 (stereo not given)	-2%
CCC(C)(C)n1nnnc1C(c1cc(OC)c(OC)c(OC)c1)N1CCN(c2ccccc2)CC1 (stereo not given)	-3%
COc1cc2c(cc1OC)C(C(=O)Nc1cccc(C)n1)C(c1cccnc1)N(C)C2=O (stereo not given)	-6%
COc1cc(OC)cc(C2C(C#N)=C(N)Oc3n[nH]c(-c4cccnc4)c32)c1 (stereo not given)	-4%
CCOC(=O)C1(CCSC)NC(c2ccco2)C2C(=O)N(CC)C(=O)C21 (stereo not given)	1%
O=C(CC1NC2CCCCC2NC1=O)Nc1ccc2c(c1)OCO2 (stereo not given)	-2%
c1coc(CNC2CCCCCCC2)c1	1%
O=C(CCN1C(=O)C2C3C=CC(C3)C2C1=O)Nc1c(F)cccc1F (stereo not given)	-6%
CS(=O)(=O)c1ccc2nc(NC(=O)C3CCCCC3)sc2c1	8%
CCOC(=O)c1csc(NC(=O)CSc2nnnn2-c2ccc(OCC)cc2)n1	10%
COCc1cc(C)nc(SCC(=O)Nc2cccc(C)c2)c1C#N	-1%
C[C@@H](C(=O)Nc1ccc2ccccc2c1)[C@H]1C[C@]1(C)[C@H](NC(=O)c1cccnc1)c1ccccc1	-2%
CCCCCN(C(=O)NC(=O)Nc1ccccc1C)S(C)(=O)=O	-8%
O=C(COC(=O)c1ccc[nH]c1=O)NCC1CCCO1 (stereo not given)	-2%
Cc1ccc(S(=O)(=O)NCCC(=O)NCc2ccc3c(c2)OCO3)cc1C	23%
CC(=O)NC(C)C12CC3CC(CC(CC(=O)O)(C3)C1)C2 (stereo not given)	-4%
CC(C)=CC(=O)NCCc1ccccc1	-3%
O=C(CCN1C(=O)C2C3C=CC(C3)C2C1=O)Nc1ccc(F)cc1 (stereo not given)	-4%
COc1ccc(NS(=O)(=O)c2ccc(N)cc2)nn1	-1%[12.8 µM]
CCC(OC(=O)C(NC(=O)c1ccccc1)c1ccccc1)C(=O)Nc1cc(C)on1 (stereo not given)	-4%
CCOc1cc(C(=O)Nc2ccon2)cc(OCC)c1OCC	-2%
ON1C(c2ccccc2C(F)(F)F)N(O)[C@H]2CCCC[C@H]21 (stereo not given in full)	-1%
Cc1cc(C(=O)CSc2nnnn2-c2ccccc2)c(C)n1CC1CCCO1 (stereo not given)	-4%
NCC[C@H](N)C(=O)O	-3%[5.75 µM]
Cn1c(=N)n(CC(=O)C(C)(C)C)c2ccccc21	0%
Clc1ccc(NCn2cncn2)nc1	11%
CCc1ccccc1Nc1nc(N)nc(COC(=O)c2cccn2C)n1	-4%
COc1ccc(C2SCC(=O)N2c2c(C)n(C)n(-c3ccccc3)c2=O)cc1 (stereo not given)	5%
COC(=O)CCn1nnc(-c2cccs2)n1	1%
CCCCC1(C)NC(=O)N(CC(=O)Nc2ccc(S(=O)(=O)N3CCOCC3)cc2)C1=O (stereo not given)	-5%
C[C@@]1(C(NC(=O)c2ccc(-c3ccccc3)cc2)c2ccc(Cl)cc2)C[C@H]1C1CCCCC1 (stereo not given in full)	0%
Cc1ccc(N(CC(=O)NCc2cccnc2)S(C)(=O)=O)cc1C	-4%
CCOC(=O)c1cnn(-c2nc(C)cc(C)n2)c1N	1%
Cc1cc2cc(CCNC(=O)CC(C)C)c(=O)[nH]c2cc1C	11%
CCn1c(C(C)NC(=O)c2ccc(OC)c(OC)c2)nc2ccccc21 (stereo not given)	-1%
CCSc1nc2c(c(=O)[nH]1)C(c1cccnc1)C(C(=O)OC(C)C)=C(C)N2 (stereo not given)	-4%
Cc1ccc(OCCCC(=O)Nc2ccc(N3CCOCC3)cc2)c(C)c1	-3%
CN(C)CCCN1C(=O)C(=O)/C(=C(/O)c2ccc3c(c2)OCO3)C1c1ccccn1 (stereo not given)	-5%
CCOC(=O)c1[nH]c(C)c(/C(C)=N\O)c1C	11%
O=C(CN1C(=O)c2ccccc2C1=O)Nc1cccnc1	-2%
Fc1ccccc1N1CCN(Cc2ccc3c(c2)OCO3)CC1	-2%
Cc1oc(-c2cccc(Cl)c2)[n+]([O-])c1C	-2%
Cc1ccc(CCNC(=O)C2CCC(=O)N2C(C)C)cc1 (stereo not given)	-2%
CCOC(=O)c1c(C)oc2cc(Br)c(O)c(Br)c12	-2%
COc1ccc2[nH]cc(C(=O)CN3CCC(C)CC3)c2c1	0%
Cc1cc(C#N)c2ccccc2n1	-1%
[N-]=[N+]=CC(=O)CC[C@H](N)C(=O)O	-1%[5.75 µM]
COC(=O)CC1C(=O)NCCN1C(=O)Nc1ccccc1 (stereo not given)	-2%
COC(=O)c1ccc(NC(=O)N2CCOCC2)cc1	0%
Cc1nn(Cc2ccccc2Cl)c(C)c1NC(=O)c1cc(-c2ccc(F)cc2)on1	9%
CC1CCCN(C/C(O)=C(\C#N)c2nc3ccccc3[nH]2)C1 (stereo not given)	-5%
Cn1c(=O)c2c(nc(CN3CCC(C(N)=O)CC3)n2Cc2ccccc2F)n(C)c1=O	-5%
CCOC(=O)C1=C(C)NC(C)=C(C(=O)OCC)C1C(=O)OC1CCOC1=O (stereo not given)	12%
CN1CCN(c2nc(-c3ccccc3C(F)(F)F)nc3ccccc23)CC1	10%
CCOC(=O)c1sc(C)c2c1NC(C)(c1cccs1)NC2=O (stereo not given)	-6%
COc1ccccc1NS(=O)(=O)c1ccccc1C#N	-4%

Further structures follow.
Structure	AmpC inh det
N#CC1=C(N)OC2=C(C(=O)CCC2)C1c1ccccc1 (stereo not given)	-1%
COc1ccc(OC)c(CN2C(=O)CCC2(C)C(=O)NC2CCCCCC2)c1 (stereo not given)	-4%
COc1ccc(Cl)cc1NC(=O)C1CCCN(c2cc(C)nc3ncnn23)C1 (stereo not given)	0%
COC(=O)c1cccc(NC(=O)CSc2nnc(COc3cccc(C)c3)n2C)c1	-3%
NC(=O)C1(N2CCCCC2)CCN(C(=O)c2cccn3c(=O)c4cc(Cl)ccc4nc23)CC1	-3%
CCn1c(=O)cc(SCC(=O)NCc2ccco2)c2ccccc21	-2%
COc1ccc(-c2cc(C(F)(F)F)nc(SCC(=O)N3CCOCC3)n2)cc1OC	-2%
CCOc1ccc(-n2nnc3c(=O)n(CC(=O)N4CCCc5ccccc54)cnc32)cc1	14%
COc1ccc(S(=O)(=O)Cc2ccc(C(=O)N3CCCC3)o2)cc1	9%
COc1ccc([N+](=O)[O-])c2c1CCN2C(=O)CC[C@H](N)C(=O)O	1%
COc1cc(NS(=O)(=O)c2ccc(Br)cc2)c(OC)cc1NC(=O)c1ccco1	24%
COc1ccc(NC(=O)N2CCC3(CC2)CCN(C(=O)Oc2ccccc2)CC3)cc1	22%
Cc1cc(NC(=O)CSc2nnc(-c3cccnc3)n2C)no1	-6%
CCOC(=O)N1CCN(C(=O)c2oc3ccc(S(=O)(=O)N4CCOCC4)cc3c2C)CC1	-3%
CCCCCCCCCCCCC/C=C\[C@H](O)[C@H](N)CO	-7%
CC1CN(c2oc(-c3ccco3)nc2C#N)CC(C)O1 (stereo not given)	-1%
O=C(CSc1ncnc2c1oc1ccccc12)NCC1CCCO1 (stereo not given)	0%
CCOc1ccccc1Nc1nnc(SCc2ccc(C(=O)OC)o2)s1	-3%
CCOC(=O)C1C(=O)CC(C)(O)C(C(=O)OCC)C1c1cccc(OC(F)(F)C(F)F)c1 (stereo not given)	-3%
CC(C)NC(=O)c1cc2c(-c3ccc(Cl)cc3)nn(C)c2s1	11%
O=C(CSc1nc(N2CCCCC2)nc(N2CCCCC2)n1)NC1CCCCC1	-4%
CCN(CC)S(=O)(=O)c1ccc(C(=O)OCn2nnc3ccccc3c2=O)cc1	2%
COc1ccc2c(=O)cc(-c3ccccc3)oc2c1O	1%

Reformatted field by field: three of the compounds above.
molecule: CC(C)NC(=O)c1cc2c(-c3ccc(Cl)cc3)nn(C)c2s1
  AmpC inh det: 11%

molecule: O=C(CSc1nc(N2CCCCC2)nc(N2CCCCC2)n1)NC1CCCCC1
  AmpC inh det: -4%

molecule: CCN(CC)S(=O)(=O)c1ccc(C(=O)OCn2nnc3ccccc3c2=O)cc1
  AmpC inh det: 2%

A portion of the library; rates above refer to the full screens.
